PfG6PD inh – PfG6PD (Plasmodium falciparum) enzyme inhibition; PfGluPho enzyme, NADPH resazurin-diaphorase fluorescence; inhibition, % at 20 µM; 350,000 tested, 0.78% active;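 active = inhibition reaching at least a set limit at 20 µM in the primary screen, cut at about 59% in these data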;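 note: 0% = DMSO wells with substrate and 100% = DMSO wells lacking glucose-6-phosphate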
UBC13 polyUb – human UBC13 polyubiquitination inhibition; P61088; UBC13 polyubiquitin chain formation, TR-FRET; inhibition, % at 20 µM; 330,000 tested, 0.47% active; AID 485273; in the data active = inhibition above about 45%, passing the limit was not always enough
Target sequence (P61088 whole entry, looked up): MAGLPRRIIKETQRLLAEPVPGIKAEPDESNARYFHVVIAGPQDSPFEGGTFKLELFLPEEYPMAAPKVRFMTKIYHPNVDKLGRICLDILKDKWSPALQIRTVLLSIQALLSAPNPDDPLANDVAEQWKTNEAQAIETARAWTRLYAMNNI
SENP7 inh – SENP7 protease inhibition | recombinant SENP7, Z-RLRGG-aminoluciferin luminescence, 40 min | 330,000 tested, 1.5% active | inhibition, % at 5 µM;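 active = inhibition above about 50% at the single test dose, limit read from the data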;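 note: plate controls were DMSO with enzyme for no effect and no enzyme buffer wells for full effect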
Target sequence (Q9BQF6 706-1050 limits assumed): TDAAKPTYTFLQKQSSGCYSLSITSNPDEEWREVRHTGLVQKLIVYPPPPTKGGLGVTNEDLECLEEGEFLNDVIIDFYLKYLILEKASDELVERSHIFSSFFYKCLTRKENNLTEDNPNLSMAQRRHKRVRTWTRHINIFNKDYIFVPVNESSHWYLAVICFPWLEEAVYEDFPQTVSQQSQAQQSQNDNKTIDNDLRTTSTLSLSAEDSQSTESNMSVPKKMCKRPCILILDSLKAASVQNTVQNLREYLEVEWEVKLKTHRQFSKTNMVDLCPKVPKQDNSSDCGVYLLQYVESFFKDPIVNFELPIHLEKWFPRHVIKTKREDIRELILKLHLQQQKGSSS
SENP6 inh – blocks the human protease SENP6 | inhibition, % at 10 µM | Q9GZR1 | 330,000 tested, 1.8% active | Recombinant SENP6 catalytic domain, aminoluciferin luminescence;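 active = inhibition above about 50% at the single tested dose, limit read from the data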;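 note: plate controls were DMSO wells with enzyme for no effect and DMSO wells lacking enzyme for full effect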
MIN6 prolif – induces beta-cell replication in MIN6 cells. MIN6 cells proliferation, ATPlite luminescence, 48 h; cells starved in 0.2% serum; 100% = growth in 10% serum. proliferation, % at 10 µM. 330,000 tested, 0.29% active. AID 2380;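 active = compounds whose signal lies at least 3.5 SD above the mean of all wells on their plate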;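 note: 0% = DMSO-treated cells in low-serum medium and 100% = 10% serum control; some compounds called inactive have numbers as strong as hits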
SENP1 inh – blocks the human SENP1 SUMO protease catalytic domain. Q9P0U3. recombinant SENP1 catalytic domain, CyPet-SUMO1-YPet FRET cleavage. inhibition, % at 10 µM. 360,000 tested, 0.21% active. AID 624204;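 active = inhibition at least 30% at 10 µM, raw YFP signal under a set limit, fluorescence ratio 0.5 to 1.5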;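 note: 0% = enzyme with DMSO and 100% = no enzyme wells; some results filed as inactive read as strong as hits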
Target sequence (Q9P0U3 419-644 limits assumed): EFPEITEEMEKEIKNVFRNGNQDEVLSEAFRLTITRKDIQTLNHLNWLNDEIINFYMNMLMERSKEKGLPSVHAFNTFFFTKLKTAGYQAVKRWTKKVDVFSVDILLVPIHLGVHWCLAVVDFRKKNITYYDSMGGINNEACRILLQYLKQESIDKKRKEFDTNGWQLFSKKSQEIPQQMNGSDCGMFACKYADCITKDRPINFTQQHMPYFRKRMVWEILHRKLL
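Assay system: hSENP1 catalytic domain, recombinant. Amount: SENP1 enzyme, 20 pM final. Schedule: 50 min reaction, RT, dark. Technique: FRET, CFP and YFP emission. Control set: no-enzyme wells low, DMSO-plus-enzyme wells high control.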
SENP8 block-1 – blocks the human protease SENP8; purified SENP8, Z-RLRGG-aminoluciferin cleavage, luminescence; AID 2540; 330,000 tested, 1.2% active; inhibition, % at 10 µM; in the data active = inhibition above about 50%
Target sequence (Q96LD8 whole entry, looked up): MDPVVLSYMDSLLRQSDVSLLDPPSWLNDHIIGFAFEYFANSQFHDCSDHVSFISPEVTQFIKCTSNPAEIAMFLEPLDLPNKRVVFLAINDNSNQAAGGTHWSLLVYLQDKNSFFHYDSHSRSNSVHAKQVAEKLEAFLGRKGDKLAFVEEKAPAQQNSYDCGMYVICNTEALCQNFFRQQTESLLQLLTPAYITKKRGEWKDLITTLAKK
SENP8 block-2 – inhibitors of human SENP8 protease; inhibition, % at 20 µM; Q96LD8; 360,000 tested, 0.64% active; recombinant SENP8, Nedd8 substrate fluorescence; AID 602440; in the data active = inhibition mostly above about 40%, no sharp cut-off; inactive = mostly below about 27%
HKDC1 inh – blocks human hexokinase HKDC1 activity. recombinant HKDC1, G6PDH/diaphorase resazurin coupled fluorescence. inhibition, % at 20 µM. 340,000 tested, 0.16% active. AID 493160;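 active = inhibition above about 35% when tested at 20 µM, limit read from the data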;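 note: plate controls were DMSO wells with enzyme for no effect and DMSO wells lacking enzyme for full effect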
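test system = in-house recombinant HK5 (HKDC1) enzyme | amount = HKDC1 at 5 µg/mL | control set = DMSO-enzyme wells negative, buffer-substituted wells positive | compound = one dose of 20 µM, 1% DMSO | schedule = reaction time 90 min, room temperature, protected from light | technique = resorufin fluorescence at 613 nm | reagent = glucose with 1 mM ATP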
Active calls of the source: *.

SMILES	PfG6PD inh	UBC13 polyUb	SENP7 inh	SENP6 inh	MIN6 prolif	SENP1 inh	SENP8 block-1	SENP8 block-2	HKDC1 inh
O=C1Cc2ccccc2C(=O)N1CCc1ccccc1	-7	-25	87*	97*	-7	1	95*	98*	-2
Cc1cccc(C)c1NC(=O)COC(=O)c1ccc2[nH]c3c(c2c1)CCCC3	-14	-8	-11	3	5	-28	-8	-106	-3
Cc1ccc(C2C(C#N)=C(N)Oc3nc(-c4ccccc4)[nH]c32)o1 (stereo not drawn)	4	-16	4	2	-2	3	-3	8	3
O=C(NCC1CCCO1)C(c1cccnc1)N(C(=O)Cc1cccs1)c1ccccc1 (stereo not drawn)	6	3	6	41	2	7	29	8	3
O=C(CN(c1ccccn1)S(=O)(=O)c1ccc(F)cc1)Nc1ccccc1	-5	5	2	-2	4	2	4	-337	-10
NC(=O)c1ccc(NC(=O)COC(=O)CNC(=O)c2sc3ccccc3c2Cl)cc1	-16	-5	28	41	0	3	19	12	2
O=C(CNC(=O)Cc1ccccc1)NCC(=O)OCc1ccc(C(=O)c2ccccc2)cc1	-6	-2	6	-1	-4	2	6	4	-5
O=C(O)c1ccccc1-c1nc2ccccc2n1-c1ccccc1	-21	-8	3	7	0	1	0	14	-1
COc1ccc(S(=O)(=O)N2CCCOC2CNC(=O)C(=O)NCCCN2CCOCC2)cc1 (stereo not drawn)	-11	-8	-4	-6	4	-1	-11	6	-4
Cn1c(=O)c2c(nc(Br)n2C/C=N/NC(N)=S)n(C)c1=O	-12	7	-4	-2	3	2	-2	10	2
Cc1ccc(S(=O)(=O)c2c(C)nn(C(C)(C)C)c2OC(=O)C(C)(C)C)cc1	16	-11	-2	-16	-5	-2	-4	5	0
Cc1cc(C)nc(N2CCC(C(=O)NC3CCCc4ccccc43)CC2)n1 (stereo not drawn)	-4	14	-1	-2	1	-1	1	-9	-11
COc1ccc(S(=O)(=O)/N=C2/NC(=O)/C(=C\c3cc(OC)c(OC)cc3[N+](=O)[O-])S2)cc1	-5	-11	-9	-1	-1	4	-5	11	3
COC(=O)c1ccc(NC(=O)c2cccc(N3C(=O)C4C5C=CC(C6CC56)C4C3=O)c2)cc1 (stereo not drawn)	2	5	-4	-11	-3	2	-2	-1	3
O=C(O)CC(NNC(=O)c1ccccc1)C(=O)Nc1cccc([N+](=O)[O-])c1 (stereo not drawn)	0	7	-4	-2	1	2	2	20	-6

In another format: results already given
Cc1ccc(S(=O)(=O)c2c(C)nn(C(C)(C)C)c2OC(=O)C(C)(C)C)cc1
  PfG6PD inh = 16 | UBC13 polyUb = -11 | SENP7 inh = -2 | SENP6 inh = -16 | MIN6 prolif = -5 | SENP1 inh = -2 | SENP8 block-1 = -4 | SENP8 block-2 = 5 | HKDC1 inh = 0

Cc1cc(C)nc(N2CCC(C(=O)NC3CCCc4ccccc43)CC2)n1 (stereo not drawn)
  PfG6PD inh = -4 | UBC13 polyUb = 14 | SENP7 inh = -1 | SENP6 inh = -2 | MIN6 prolif = 1 | SENP1 inh = -1 | SENP8 block-1 = 1 | SENP8 block-2 = -9 | HKDC1 inh = -11

COc1ccc(S(=O)(=O)/N=C2/NC(=O)/C(=C\c3cc(OC)c(OC)cc3[N+](=O)[O-])S2)cc1
  PfG6PD inh = -5 | UBC13 polyUb = -11 | SENP7 inh = -9 | SENP6 inh = -1 | MIN6 prolif = -1 | SENP1 inh = 4 | SENP8 block-1 = -5 | SENP8 block-2 = 11 | HKDC1 inh = 3

COC(=O)c1ccc(NC(=O)c2cccc(N3C(=O)C4C5C=CC(C6CC56)C4C3=O)c2)cc1 (stereo not drawn)
  PfG6PD inh = 2 | UBC13 polyUb = 5 | SENP7 inh = -4 | SENP6 inh = -11 | MIN6 prolif = -3 | SENP1 inh = 2 | SENP8 block-1 = -2 | SENP8 block-2 = -1 | HKDC1 inh = 3

Further records follow.
SMILES	PfG6PD inh	UBC13 polyUb	SENP7 inh	SENP6 inh	MIN6 prolif	SENP1 inh	SENP8 block-1	SENP8 block-2	HKDC1 inh
CCOC(=O)N1CCN(C(=O)CS(=O)(=O)c2cn(Cc3ccccc3C)c3ccccc23)CC1	21	-5	-2	-7	-1	1	5	10	-1
O=C(Oc1ccc(Br)cc1C(=S)N1CCCC1)c1ccccc1F	10	8	-5	1	2	0	-1	8	-6
CCc1cccc(NC(=O)CCCn2c(=O)[nH]c3ccsc3c2=O)c1	-16	9	-5	12	-2	2	-5	10	-5
CCOC(=O)C(C)On1c(-c2ccc(Cl)cc2)nc2ccc([N+](=O)[O-])cc21 (stereo not drawn)	76*	5	50	70*	-6	0	65*	-48	2
COc1cccc(OC)c1-c1nn2c(-c3ccccc3Cl)nnc2s1	-3	0	0	-5	-1	-6	-1	-2	0
CN(CC(=O)NC(=O)NCc1ccccc1)Cc1ccc(Cl)c(Cl)c1	-8	16	3	-12	0	0	-5	24	-3
CC1(C)SC(=S)N(/N=C/c2ccccc2O)C1N(O)C(=O)Nc1ccccc1 (stereo not drawn)	-8	-13	-13	-12	-4	-1	-4	15	-2
CCOC(=O)Cc1nnc(NC(=O)CC)s1	-2	-8	5	3	-1	-2	0	1	-3
O=C1OCC=C1NNC(=O)c1cccnc1	3	-4	-8	-13	0	1	-8	6	-12
Cc1ccc(NC(=O)C2CCC(CNc3c(N4CCC(C)CC4)c(=O)c3=O)CC2)cc1F (stereo not drawn)	-3	-19	2	-10	-2	-1	-1	27	-5
CCc1nc(SCC(=O)c2ccccc2)c2c(=O)n(C)c(=O)n(C)c2n1	58	-6	8	-20	-3	-1	-11	37	-3
Cc1ccc(NC(=S)N2CCC(NC(=O)c3ccco3)CC2)cc1C	7	6	1	0	-2	6	2	16	-10
CC(=O)c1ccc(N2CCN(C(=O)CNS(=O)(=O)c3ccc4c(c3)OCCCO4)CC2)c(F)c1	-14	2	-17	-15	0	2	-19	-39	3
CC12CC3CC(C)(C1)CC(C(=O)Nc1nncs1)(C3)C2	6	10	4	-6	-1	1	-6	-4	3
COc1c(N2CCN(C(=S)Nc3ccc(F)cc3)C(C)C2)c(F)cc2c(=O)c(C(=O)O)cn(C3CC3)c12 (stereo not drawn)	-2	-4	-14	-23	1	0	-12	-387	1
Cc1ccc(CNC(=O)c2ccc(N3CCc4ccccc43)c([N+](=O)[O-])c2)cc1	21	-39	-4	-9	-4	2	1	17	-2
CC(/C=N/NC(=O)c1nnn(-c2nonc2N)c1CN(C)C)=C\c1ccco1	10	-15	-6	-1	0	-5	2	-97	6
Cc1cccc(C)c1NC(=O)C1(NC(=O)C2CCCN2C(=O)OC(C)(C)C)CCCCC1 (stereo not drawn)	-1	4	0	1	5	0	-3	11	5
O=C(c1cc2ccccc2oc1=O)N(Cc1ccco1)C1CCS(=O)(=O)C1 (stereo not drawn)	-6	-2	8	-1	0	-14	1	-11	5
O=C(CSc1ccc(Cl)cc1)Nc1ccc(C2SCCS2)cc1	-7	6	1	-3	-2	-2	-4	5	-3
Cn1c(CO)cnc1S(=O)(=O)Cc1ccc(Cl)cc1	20	-4	-2	-8	-2	1	-9	7	-4
CCCn1cc(SCC(=O)Nc2nnc(C)s2)c2ccccc21	24	2	-6	-14	-3	1	-13	7	-9
C=CCNc1nc(-c2c(C)nc3sccn23)cs1	18	2	11	16	-4	0	-2	13	-14
Cc1ccc(CNC(=O)c2oc3ccc(S(=O)(=O)N4CCOCC4)cc3c2C)cc1	2	2	7	-6	0	3	4	0	13
C[C@@H]1CC=C[C@H]2[C@H]1C(=O)N(Cc1ccccc1)[C@H]2c1ccoc1	-2	-12	-11	-8	-4	-11	-11	-14	-3
O=C(c1cccc2ccccc12)C1CCCN(C(=O)CCN2CCCO2)C1 (stereo not drawn)	-1	23	-7	-8	0	-1	-3	10	-5
CC1(C)CC2(CC(C)(C)N1)OC(=O)N1CCc3ccccc3C12C (stereo not drawn)	10	3	-1	-1	-1	-4	-6	4	-6
CC(NC(=O)COC(=O)C1CCN(c2ccc(C(F)(F)F)cn2)CC1)c1ccc(Br)cc1 (stereo not drawn)	17	-8	5	4	-1	0	-3	-33	9
O=C(c1ccc2ccccc2n1)N(CCO)Cc1ccccc1	-8	-12	-5	7	4	0	-8	-61	-6
Cc1ccc(NC(=O)C(NCc2ccccn2)c2ccccc2)cc1 (stereo not drawn)	-8	-3	9	-10	-2	-1	14	-25	-6
CCCn1c(SCC(=O)N2CCCC(C)C2)nnc1-c1cccnc1 (stereo not drawn)	5	0	4	-12	-4	1	-13	11	-10
CC(C)(CC(=O)O)Cc1nc(-c2ccc(Cl)cc2)no1	-8	-2	-6	-14	-4	2	-1	17	0
O=C(O)C1Cc2ccccc2CN1C(=O)COc1ccc(Cl)cc1Cl (stereo not drawn)	-9	-3	6	5	-1	2	6	-5	-6
O=C(/C=C\Nc1ccc2c(c1)OCO2)c1ccccn1	15	16	100*	97*	-6	-31	96*	-299	4
O=C(COC(=O)CNC(=O)c1cccc(Br)c1)Nc1nnc(-c2ccccc2)o1	-11	4	5	-13	0	1	5	0	5
COc1ccc(CCNC(C)=O)cc1	-6	10	2	-3	-4	0	1	-64	-4
CCC1(c2ccc(F)cc2)NC(=O)N(CC(=O)Nc2cc(C)on2)C1=O (stereo not drawn)	-2	7	-5	-12	4	1	-4	2	-3
COC(=O)C1C(=O)NC(SC)=C(C#N)C1c1ccccc1 (stereo not drawn)	-2	2	-11	-14	1	3	-1	7	-5
COc1ccc(-c2csc(-c3ccc(C(=O)O)cc3)n2)cc1	7	-14	12	-11	-2	-1	-1	-402	-9
Cc1cc(C(=O)OCC(=O)Nc2ccc(S(N)(=O)=O)cc2)c2ccccc2n1	-1	0	14	12	1	7	2	12	-12
Nc1nonc1-n1nnc(C(=O)N/N=C/c2ccc(F)cc2)c1-c1ccc2c(c1)OCO2	-4	-1	0	-9	0	1	10	-172	-4

Reprinted from the entries so far (2 entries):
SMILES	PfG6PD inh	UBC13 polyUb	SENP7 inh	SENP6 inh	MIN6 prolif	SENP1 inh	SENP8 block-1	SENP8 block-2	HKDC1 inh
CCCn1c(SCC(=O)N2CCCC(C)C2)nnc1-c1cccnc1 (stereo not drawn)	5	0	4	-12	-4	1	-13	11	-10
CC(C)(CC(=O)O)Cc1nc(-c2ccc(Cl)cc2)no1	-8	-2	-6	-14	-4	2	-1	17	0

Assay outcomes from PubChem.
